From PubChem BioAssay
APP 5'UTR act – APP 5'UTR luciferase reporter activation. actives 1% (n = 190,000). activation, % at 2 µM. SH-SY5Y APP 5'UTR luciferase reporter, luminescence; zero percent = DMSO vehicle wells. AID 1276;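 active = activation above a set limit, based on mean plus 3 SD of controls, cut at about 140% in these data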; also: values of inactives mirror those of a sister screen read the other way
STAT1 act – activators of IFN-gamma induced STAT1 signaling; NIH 3T3 STAT1-luciferase reporter, luminescence; 100% = IFN-gamma alone, no compound; activation (% of control), % at 5.5 µM; actives 2.6% (n = 200,000); AID 932;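 active = activation above the screen-wide mean activation plus 3 SD, cut at about 130% in these data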;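 also: raw ratio to IFN-gamma control signal so 100% means no change and 0% no light; values of inactives mirror those of a sister screen read the other way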
FLuc stim CS – affects firefly luciferase, flagging false hits in luciferase stimulation screens; activation factor at 10 µM; AID 1027; P08659; 200,000 tested, under 10 active; ATPlite luciferase biochemical, luminescence, 10 min; 0 = ATP-free wells, 1 = DMSO control;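 active = luciferase activation factor, scaled between plate controls, of at least 2 with compound at 10 µM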
Target sequence (P08659 whole entry, looked up): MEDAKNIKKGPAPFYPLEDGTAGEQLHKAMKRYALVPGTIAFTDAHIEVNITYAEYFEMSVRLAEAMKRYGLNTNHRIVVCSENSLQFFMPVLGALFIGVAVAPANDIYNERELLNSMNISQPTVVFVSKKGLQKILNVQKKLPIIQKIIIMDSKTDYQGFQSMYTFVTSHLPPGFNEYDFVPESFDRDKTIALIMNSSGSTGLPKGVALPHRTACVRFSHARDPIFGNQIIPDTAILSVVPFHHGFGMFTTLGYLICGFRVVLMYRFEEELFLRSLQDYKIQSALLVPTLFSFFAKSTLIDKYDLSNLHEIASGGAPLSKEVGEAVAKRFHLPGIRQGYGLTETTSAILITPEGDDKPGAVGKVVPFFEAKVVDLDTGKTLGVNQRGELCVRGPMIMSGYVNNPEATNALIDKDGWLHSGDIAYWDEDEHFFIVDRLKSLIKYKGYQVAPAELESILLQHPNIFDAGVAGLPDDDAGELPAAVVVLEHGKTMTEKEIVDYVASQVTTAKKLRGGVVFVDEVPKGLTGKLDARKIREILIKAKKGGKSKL
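Assay system: Luciferase/luciferin reagent mix; Medium: PBS as buffer for the ATP substrate; Dosing: test compounds dosed from 2 mM stocks in 100% DMSO; Times: 10 min, room temperature; Signal: luminescence from luciferase reaction; Read-out: luciferase activation; Controls: No-ATP low control, compound-free enzyme-plus-ATP high control.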
Hsp70 activator – Hsp70 transcriptional activation, primary screen. HeLa Hsp70 promoter luciferase reporter, luminescence; scaled: vehicle 0, proteasome-inhibitor control 100%. activation, % at 10 µM. actives 0.04% (n = 200,000);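 active = activation above the mean across all tested compounds plus 3 SD, cutoff set per campaign, cut at about 5.5% in these data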;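 also: 100% = MG132 at 30 µM as the positive control and 0% = DMSO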
G6PDH counter – L. mesenteroides G6PDH inhibition counter-screen; AID 1020; Purified L. mesenteroides G6PDH, diaphorase/resazurin coupled fluorescence, 45 min; actives 0.12% (n = 200,000); inhibition, % at 5 µM; in the data active = inhibition above about 50%
Redox H2O2 prof – compounds producing H2O2 with reducing agent – biochemical, NIH compound library profiling, artefact control for MLSCN library redox annotation, primary screen; DTT-dependent redox cycling H2O2, phenol red/HRP absorbance; 100% = 100 µM peroxide control, 0% = buffer; actives 0.03% (n = 200,000); activation, % at 10 µM;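 active = activation of at least 50% relative to the plate's high and low controls in the primary single-dose screen; inactive = activation below 50%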;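 also: compound incubated with DTT at 0.8 mM final as the reducing agent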
HMGR II inh – blocks class II HMG-CoA reductase of Enterococcus faecalis | actives 0.41% (n = 190,000) | purified E. faecalis HMGR, NADPH absorbance 340 nm kinetic | inhibition, % at 10 µM;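 active = inhibition above a set limit, the median over all tested compounds plus 3 SD, cut at about 9.5% in these data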;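 also: enzyme runs in reverse so mevalonate oxidation gives rising NADPH absorbance; 0% = complete reaction with DMSO and 100% = background rate lacking mevalonate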
FLuc inh counter – Photinus pyralis luciferase inhibition counter-screen. P08659. ATPLite firefly luciferase biochemical luminescence, 10 min. inhibition, % at 10 µM. actives 1.5% (n = 200,000). AID 1006;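 active = inhibition above about 50% when tested at 10 µM, limit read from the data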
NF-kB neuron act – NF-kB expression increase, human neuronal cells. AID 1239. NF-kB reporter expression; active compounds read high. fold change at 12.5 µM. actives 1.6% (n = 190,000); in the data active = fold change above about 3.3
APP transl inh – APP translation inhibition | inhibition, % at 2 µM | SH-SY5Y APP 5'UTR-luciferase reporter, luminescence | actives 0.82% (n = 190,000);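 active = inhibition above a set limit, derived from the sample mean plus 3 SD, cut at about 45% in these data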; also: values of inactives mirror those of a sister screen read the other way
An asterisk follows results filed as active; / = not tested or not shown.

SMILES,APP 5'UTR act,STAT1 act,FLuc stim CS,Hsp70 activator,G6PDH counter,Redox H2O2 prof,HMGR II inh,FLuc inh counter,NF-kB neuron act,APP transl inh
COc1ccc(CC(=O)OCC(=O)Nc2ccc3c(c2)OCO3)cc1OC,-5,100,1,0.3,9,-2.6,-4,2,1.4,5
NS(=O)(=O)c1ccc(Nc2ncccc2[N+](=O)[O-])cc1,2,95,1.1,-0.2,4,-0.1,-4,-7,1.3,-2
Cc1cc(C(=O)OCC(=O)Nc2ccc(F)c(F)c2)c(C)o1,-16,103,1.1,-0.2,-1,0.0,-3,-8,1.1,16
Cc1cc(C(=O)N/N=C/c2cccc([N+](=O)[O-])c2O)n[nH]1,-6,102,0.5,-0.1,35,0.1,0,46,1.2,6
CCCOC(=O)NC1CCS(=O)(=O)C1 (configuration not stated),-14,94,1.1,0.0,0,1.7,1,-7,1.2,14
CCCCCN1C(=O)Cn2c(nc3ccccc3c2=O)C1C (configuration not stated),3,100,1.1,0.0,12,-0.3,-1,-8,0.9,-3
CC(C)OC(=O)CSc1nnc(Cc2ccccc2)n1Cc1ccco1,16,99,1,-0.1,23,2.0,-8,-4,1.1,-16
CCOC(=O)c1c(C)c(C(=O)NCCc2ccc(S(N)(=O)=O)cc2)c(C)n1CC,-20,97,1,0.1,4,0.4,0,-1,1.1,20
COc1ccc(Cc2nnc(SCc3nc4ccccc4c(=O)[nH]3)n2C)cc1,-1,105,1,-0.3,3,-0.7,-1,-5,1.1,1
CC1(C)CC(C(CC(=O)Nc2nccs2)c2ccccc2)CCO1 (configuration not stated),-9,102,1.1,-0.1,19,0.1,-4,-7,0.96,8
COc1ccc(S(=O)(=O)N2CCCC(C(=O)Nc3ccc(NC(=O)c4ccccn4)cc3)C2)cc1 (configuration not stated),33,125,0.9,-0.1,6,1.9,1,8,1,-33
COC(=O)c1cc2n(n1)CCN(Cc1ccccc1Cl)C2=O,12,98,1,-0.3,8,-5.2,2,-4,1.1,-12
CC1(C)CC(NC(=O)COc2ccccc2Cl)CC(C)(C)N1,49,110,1,0.0,29,0.9,-4,-5,0.42,-49
CCC(C)NC(=O)C1c2ccccc2C(=O)N1Cc1ccccc1OC (configuration not stated),-2,86,1,-0.2,9,-1.7,-6,-4,1.2,2
CC(CC(=O)O)CC(=O)Nc1ccccc1C(=O)O (configuration not stated),3,97,1.1,0.1,2,0.8,2,-7,1.1,-3
Cc1ccc(C)c(Cn2nnc3c(=O)[nH]c(C(=O)Nc4ccc(F)cc4)nc32)c1,8,100,1.1,-0.1,-2,-0.4,-1,-10,1.3,-8
COC(=O)CNC(=O)CCc1nnc(C2(c3ccc(Cl)cc3)CCC2)o1,1,121,1,-0.1,5,-1.0,1,-5,2.2,-1
COCCNC(=O)c1cnn2c(C(F)(F)F)cc(-c3ccc4c(c3)OCO4)nc12,9,107,1,0.1,-28,1.6,-6,-1,1,-9
CN(CC(=O)c1c(N)n(C)c(=O)n(C)c1=O)c1ccccc1,12,98,1.1,-0.3,6,0.1,-2,-10,0.96,-12
CCO[C@H]1OC(C(=O)Nc2ccccc2)=C[C@@H](c2ccc(C(F)(F)F)cc2)[C@@H]1CCCO,-13,106,1,-0.2,16,-0.5,1,2,1,13
CCOc1cc(C=O)ccc1OCC(=O)NC(C)(C)C,0,107,1,-0.1,17,-1.7,-3,-3,1.2,0
CSCCC1COC(c2cccs2)=N1 (configuration not stated),11,110,1,-0.3,7,-0.3,-3,0,1.4,-11
Fc1ccc(NC(=S)N2N=CCC2c2ccccc2)cc1 (configuration not stated),33,120,1,0.0,8,0.2,-10,3,1.8,-32
C/C(=N\NC(=O)c1c[nH]c2ccccc12)c1ccc(C)o1,29,119,0.9,-0.1,1,0.0,4,6,1.4,-29
CCCN(CCC)C1=N/C(=C\c2ccco2)C(=O)N1c1ccccc1,-14,89,1,-0.3,7,-1.6,-3,0,1.3,14

A stretch of the results above:
SMILES,APP 5'UTR act,STAT1 act,FLuc stim CS,Hsp70 activator,G6PDH counter,Redox H2O2 prof,HMGR II inh,FLuc inh counter,NF-kB neuron act,APP transl inh
CSCCC1COC(c2cccs2)=N1 (configuration not stated),11,110,1,-0.3,7,-0.3,-3,0,1.4,-11
Fc1ccc(NC(=S)N2N=CCC2c2ccccc2)cc1 (configuration not stated),33,120,1,0.0,8,0.2,-10,3,1.8,-32
C/C(=N\NC(=O)c1c[nH]c2ccccc12)c1ccc(C)o1,29,119,0.9,-0.1,1,0.0,4,6,1.4,-29
CCCN(CCC)C1=N/C(=C\c2ccco2)C(=O)N1c1ccccc1,-14,89,1,-0.3,7,-1.6,-3,0,1.3,14

(cont.)
SMILES,APP 5'UTR act,STAT1 act,FLuc stim CS,Hsp70 activator,G6PDH counter,Redox H2O2 prof,HMGR II inh,FLuc inh counter,NF-kB neuron act,APP transl inh
O=C(NC1CCCCC1)C1CCN(S(=O)(=O)c2cccs2)CC1,-13,96,1.1,-0.5,-4,0.0,1,-6,0.96,14
CN1C(=S)SC(N(O)C(=O)Nc2ccccc2)C1(C)C (configuration not stated),1,96,1,0.1,-8,-0.3,-2,-4,1.1,-1
O=C1CN(C(=O)C2CCCC2)CCN1,-3,98,1,-0.3,4,-0.6,0,-4,1.1,4
COc1ccc(S(=O)(=O)NNC(=O)c2csc(-n3nc(C)cc3C(F)(F)F)n2)cc1,-6,105,1,-0.2,2,0.1,-1,-4,0.98,6
CCNC(=S)Nc1scc(-c2ccccc2)c1C(=O)OCC,-12,102,1,-0.4,3,0.2,0,-2,1.4,12
CCOC(=O)C1=C(C)NC(SCC(N)=O)=C(C#N)C1c1ccccc1 (configuration not stated),7,92,1,0.0,6,-1.5,-2,-4,0.96,-7
CCN(CC(=O)NC1CCS(=O)(=O)C1)S(=O)(=O)c1cccc(C(C)=O)c1 (configuration not stated),-4,107,1,-0.1,8,0.1,-12,1,1,4
O=C(Nc1ccccc1N1CCCCC1)c1ccc(N2C(=O)c3ccccc3C2=O)cc1,-13,97,1.1,-0.2,4,-2.0,-4,-6,0.96,13
CC1(C)OC(=O)C(=C2CCCN2)C(=O)O1,-9,99,1,-0.2,-15,0.0,-4,-2,1,10
O=C(NCc1ccc2c(c1)OCO2)C1CCN(S(=O)(=O)c2cccc3nsnc23)CC1,14,101,1.1,0.1,-11,1.4,0,-6,0.93,-14
CCC(=O)NC(c1ccc(OC)cc1)c1c(O)ccc2ccccc12 (configuration not stated),-16,94,1.1,0.3,14,-1.7,1,-7,0.68,16
CCN(C(=O)CSc1nnnn1-c1cc(C)ccc1OC)C1CCS(=O)(=O)C1 (configuration not stated),-17,105,1,-0.4,7,-0.4,-2,-3,1.1,17
C=CCc1cc(C)ccc1OCCCC(C(=O)OCC)C(=O)OCC,5,93,1.1,-0.4,8,-0.3,-3,-5,1,-4
c1cc(CNC2C3CC4CC(C3)CC2C4)ccn1 (configuration not stated),-19,96,1,-0.2,4,-1.0,-3,0,1,19
CCCC(C)C(=O)Nc1ccc(Cl)cc1Cl (configuration not stated),-10,108,1.1,-0.4,2,0.0,-3,-8,1,10
CCCn1c(SCC(=O)N2c3ccccc3CCc3ccccc32)nc2c1c(=O)n(C)c(=O)n2C,-8,100,1,0.0,2,-3.5,-2,0,0.91,8
CC(CN1CCOCC1)C(=O)O (configuration not stated),7,95,1.1,0.0,-2,-0.5,-5,-5,1.2,-7
Cc1noc(NS(=O)(=O)c2ccc(N3C(=O)c4ccccc4C3=O)cc2)c1C,2,94,1,-0.1,-10,-0.4,-4,-1,1,-2
COc1ccccc1Nc1nc(N)nc(CN2CCN(c3ccccc3)CC2)n1,4,95,1,0.1,4,0.3,-3,1,0.86,-4
O=C(CCc1ccccc1)Nc1nn[nH]n1,-7,101,1,-0.3,-9,-0.6,4,-5,1.3,7
CCOC(=O)Cc1csc(/N=C/c2c(O)n(-c3ccc(C)c(C)c3)c(=O)c3ccccc23)n1,-22,94,1,-0.1,-7,0.5,-6,-4,1,22
Cc1cccc(-n2c(C)cc(/C=C3/C(=N)N4C(c5ccccc5)=CSC4=NC3=O)c2C)c1,7,94,1,-0.4,-10,1.1,1,-3,1.1,-7
O=C(CCC1CCCN(C(=O)C2(c3ccccc3)CC2)C1)N1CCN(c2ccccn2)CC1 (configuration not stated),1,100,1,-0.5,1,-0.5,-3,1,1.1,-1
COC(=O)c1ccccc1NC(=O)c1cc([N+](=O)[O-])nn1Cc1ccccc1,-11,95,1.1,-0.3,4,0.1,1,-5,1.4,11
CCOC(=O)N1CCC(NC(=O)CN2C(=O)C(CC)Oc3ccc(C)cc32)CC1 (configuration not stated),29,89,1.1,-0.4,-10,0.2,1,-8,1,-4
COc1ccccc1NC(=O)Nc1ccccc1SC,-2,101,1.1,-0.5,6,-0.3,1,-7,1.1,2
O=C(/C=C/Nc1ccc(F)c(F)c1)c1ccc(Br)cc1,163*,141*,0.8,0.1,-2,-0.6,1,17,8.1*,-163
Fc1cccc(Cl)c1CSc1ccc(-c2cccnc2)nn1,34,119,0.9,0.2,7,-0.6,-5,8,1.6,-34
CCn1c(SCC(=O)O)nc2ccccc21,35,94,1.1,0.5,6,-0.6,1,-8,1.5,-35
CSc1ccccc1C(=O)Nc1ccc2c(c1)OCCO2,12,104,0.9,0.0,3,-0.2,-5,6,1.4,-12
COc1cc2c(cc1OC)C1(CCCC1)CNC2C (configuration not stated),24,96,1.1,0.1,6,0.4,-1,-6,0.89,-24
COc1cc2c(cc1OC)CN(C(=O)c1ccc(S(=O)(=O)N3CCCCCC3)cc1)CC2,7,90,1.1,-0.3,12,-0.3,-10,-7,0.87,-7
CCOC(=O)N1CCN(c2c(N3CCN(c4ccc(OC)cc4)CC3)c(=O)c2=O)CC1,8,98,1,-0.3,10,-1.2,2,-2,0.84,-8
CCNS(=O)(=O)c1ccc(NC(=O)Cc2ccc(F)cc2)cc1,-11,110,1.1,-0.3,-16,1.9,/,-6,1.1,11
CCOC(=O)C1(CCc2ccccc2)CCN(C(=O)C2CCOCC2)CC1,9,99,1,-0.2,4,12,-7,-2,1.3,-9
Cc1ccc2nsnc2c1NC(=O)c1sc2ccccc2c1Cl,20,101,1,-0.2,-3,-0.3,-1,0,1.5,-20
CCc1ccc(C(=O)COC(=O)c2cccs2)cc1,156*,115,0.1,-0.2,1,0.3,-1,87*,1.8,-156
COCCn1nnnc1C(c1ccc(OC)c(OC)c1)N1CCN(c2nc3ccccc3s2)CC1 (configuration not stated),-8,103,1.1,-0.1,6,-0.6,/,-7,/,8
O=[N+]([O-])c1ccc(-c2nc(-c3cccs3)c(-c3cccs3)[nH]2)cc1,-17,96,1,0.1,7,-1.0,2,1,0.48,17
COc1cccc(CNC(=O)CCC2CCCN(Cc3cc(Cl)ccc3O)C2)c1 (configuration not stated),24,93,1.1,-0.1,14,-0.5,-4,-6,0.89,-24

Random draw from the library. About 5.3% of those tested had a hit in this group.
